High-throughput results from PubChem.
POLI inh – inhibitors of human DNA polymerase iota; Q9UNA4; Potency, µM (series often up to 115 µM), for inactives: at the top dose activity, negative = inhibition, hits mostly inhibitors; Pol iota fluorescent replication assay, 10 min; hit rate 1% among 390,000; further: potency means the concentration at half of the fitted maximal effect
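Fluorescent replication assay read twice, at 0 min and 10 min after adding 50 nM (final) substrate. Enzyme (10 nM) and compounds were first incubated 15 min at room temperature; enzyme-free buffer wells were negative controls.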
Pol beta inh – blocks human DNA polymerase beta activity. Pol beta primer extension/strand displacement, fluorescence kinetic. hit rate 1.3% among 340,000. P06746. Potency, µM (doses to about 114 µM), for the others: at the top dose activity change, negative = inhibition, actives largely listed as inhibitors. AID 485314; further: potency means the concentration at half of the fitted maximal effect; on the % scale 0 is the no-effect control and ±100 the full control effect
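Pol beta (10 nM) and compounds were preincubated 15 min at room temperature, then 50 nM substrate (final) started primer extension/strand displacement. Reads were taken at 0 and 10 min; concentration-response data were fitted to a four-parameter Hill equation.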
Pol kappa inh – DNA polymerase kappa (human) inhibition; Q9UBT6; purified Pol kappa, fluorescent DNA synthesis assay, 10 min; Potency, µM (series often up to 107 µM), for inactives: at the top dose activity, negative = inhibition, hits mostly inhibitors; hit rate 0.53% among 400,000; further: potency means the concentration at half of the fitted maximal effect; on the % scale 0 is the no-effect control and ±100 the full control effect
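Kinetic fluorescence screen: compound preincubated 15 min RT with 10 nM enzyme; 50 nM substrate (final) initiates; reads at 0/10 min.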
POLH inh – inhibitors of human DNA polymerase eta. Q9Y253. recombinant Pol eta, fluorescent DNA replication assay. Potency, µM (top dose mostly 114 µM), without a hit: at the top dose activity change, negative = inhibition, most hits filed as inhibitors. hit rate 1.2% among 390,000; further: potency means the concentration at half of the fitted maximal effect; on the % scale 0 is the no-effect control and ±100 the full control effect
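Fluorescent replication assay: 50 nM final substrate added after a 15 min room-temperature compound preincubation with 10 nM enzyme. Signal taken at 0 min and again at 10 min.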
RXFP1 antagonist – RXFP1 (human) relaxin receptor antagonism; Q9HBX9; HEK293-RXFP1, relaxin-stimulated cAMP HTRF, 30 min; hits give low values; activity change, negative = inhibition, % at 57.5 µM; hit rate 0.59% among 350,000; AID 1259400;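 active means activity change of -60% or lower, but not beyond a set lower limit; inconclusive means change between -60% and -40%, or beyond the set limit; inactive means change above -40%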; further: on the % scale 0 is the no-effect control and ±100 the full control effect
APEX1 inh – blocks human APE1 abasic DNA cleavage | P27695 | recombinant APE1, TAMRA/BHQ-2 abasic DNA cleavage fluorescence | Potency, µM (doses to about 65.8 µM), for the others: top-dose activity change, negative = inhibition, usual class: inhibitors | hit rate 0.35% among 350,000;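 further: potency means the concentration at half of the fitted maximal effect; plate controls were vehicle for no effect and reference inhibitor for full effect; nearly all actives have a fitted effect of over 55% in size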
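Readout is kinetic fluorescence (ex 525, em 598 nm) from cleavage of 50 nM TAMRA/BHQ-2 THF abasic duplex by 0.75 nM APE1, compound added 15 min beforehand at RT.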
Apoferritin bind – binds horse apoferritin like a general anesthetic. hit rate 0.074% among 350,000. P02791. AID 485281. Potency, µM (series often up to 77.5 µM), for inactives: top-dose activity change, negative = displacement, most hits filed as inhibitors. apoferritin/1-aminoanthracene competitive binding, fluorescence; further: potency means the concentration at half of the fitted maximal effect; on the % scale 0 is the no-effect control and ±100 the full control effect; nearly all actives have a fitted effect of over 20% in size
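Horse-spleen apoferritin (10 uM) in 50% saturated 1-aminoanthracene in PBS was incubated 10 min at room temperature with compound. Fluorescence (ex 380, em 535 nm) was normalized to free and bound 1-AMA, with concentration-response fitted by a four-parameter Hill equation.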
BLM helicase inh – Bloom syndrome helicase (human) inhibition. recombinant BLM DNA unwinding, fluorescence dequenching. Potency, µM (series often up to 56.1 µM), inactives show at the highest dose activity change, negative = inhibition, hits mostly inhibitors. P54132. hit rate 0.2% among 350,000. AID 2528;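 further: potency means the concentration at half of the fitted maximal effect; plate controls were vehicle for no effect and no enzyme for full effect; nearly all actives have a fitted effect of over 35% in size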
Target sequence (P54132 whole entry, looked up): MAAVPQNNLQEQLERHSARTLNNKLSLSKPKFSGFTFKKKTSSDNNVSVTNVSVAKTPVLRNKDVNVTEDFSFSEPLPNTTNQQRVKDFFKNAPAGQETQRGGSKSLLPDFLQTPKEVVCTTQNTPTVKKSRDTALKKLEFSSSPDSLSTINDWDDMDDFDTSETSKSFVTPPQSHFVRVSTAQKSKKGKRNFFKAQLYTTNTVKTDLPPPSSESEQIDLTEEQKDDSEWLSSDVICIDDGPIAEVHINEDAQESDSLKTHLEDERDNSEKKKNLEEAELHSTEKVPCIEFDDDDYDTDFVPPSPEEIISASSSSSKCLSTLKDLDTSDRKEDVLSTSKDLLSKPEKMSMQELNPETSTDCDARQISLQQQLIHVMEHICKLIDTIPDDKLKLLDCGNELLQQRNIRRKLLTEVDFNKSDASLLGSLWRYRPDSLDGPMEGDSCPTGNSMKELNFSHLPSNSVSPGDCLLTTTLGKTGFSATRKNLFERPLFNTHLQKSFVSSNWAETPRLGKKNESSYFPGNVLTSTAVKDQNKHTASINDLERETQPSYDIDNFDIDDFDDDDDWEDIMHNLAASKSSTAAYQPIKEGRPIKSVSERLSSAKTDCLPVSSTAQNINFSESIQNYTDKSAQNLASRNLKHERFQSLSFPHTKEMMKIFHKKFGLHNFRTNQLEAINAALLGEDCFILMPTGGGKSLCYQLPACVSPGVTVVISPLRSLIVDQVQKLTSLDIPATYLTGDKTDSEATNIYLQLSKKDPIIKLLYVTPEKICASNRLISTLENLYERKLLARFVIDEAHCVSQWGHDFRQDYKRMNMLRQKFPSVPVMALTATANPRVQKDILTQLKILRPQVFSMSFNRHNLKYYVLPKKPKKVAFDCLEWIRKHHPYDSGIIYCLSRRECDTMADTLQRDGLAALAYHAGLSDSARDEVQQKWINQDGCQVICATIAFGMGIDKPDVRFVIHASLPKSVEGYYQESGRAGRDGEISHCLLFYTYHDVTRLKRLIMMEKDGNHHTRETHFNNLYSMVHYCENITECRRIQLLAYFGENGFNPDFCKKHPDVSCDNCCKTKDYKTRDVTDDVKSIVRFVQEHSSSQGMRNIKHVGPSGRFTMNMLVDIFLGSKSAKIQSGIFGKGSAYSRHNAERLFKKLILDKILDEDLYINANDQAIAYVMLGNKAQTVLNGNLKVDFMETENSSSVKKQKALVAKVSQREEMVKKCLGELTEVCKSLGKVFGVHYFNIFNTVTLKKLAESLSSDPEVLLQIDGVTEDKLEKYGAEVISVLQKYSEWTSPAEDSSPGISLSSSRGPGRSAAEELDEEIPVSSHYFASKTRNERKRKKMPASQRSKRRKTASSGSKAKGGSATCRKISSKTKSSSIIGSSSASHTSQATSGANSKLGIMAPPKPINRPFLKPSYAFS
Tb PGK inh – blocks T. brucei phosphoglycerate kinase; Potency, µM (series often up to 57.5 µM), inactives show at the highest dose activity change, negative = inhibition, most hits filed as inhibitors; AID 602233; PGK/GAPDH coupled, Kinase-Glo luminescence, 60 min; hit rate 0.043% among 380,000; further: potency means the concentration at half of the fitted maximal effect; on the % scale 0 is the no-effect control and ±100 the full control effect; nearly all actives have a fitted effect of over 60% in size
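Luminescent ATP detection (Kinase-Glo Plus) follows a 60-minute room-temperature incubation, with wells lacking PGK as controls. Buffer: 100 mM TEA (pH 7.6), 5 mM MgCl2, 0.01% Tween-20. Coupling enzyme GAPDH (100 nM final) supplies unstable 1,3-BPG in-well.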
Numbers without * were called inactive; i = inactive; ? = inconclusive; · = not tested or not shown; & = joins results of further samples; [ ] = dose if it differs, or a comment. Unless noted, the call rests on the fitted dose curve; in most records, active means well fitted curve in the direction sought with a large enough effect; inconclusive means small, poorly fitted or top-dose-only effect, or another doubt; inactive means no such curve, though single readings can be large; an effect the other way counts as inactive or inconclusive.

Compound,POLI inh,Pol beta inh,Pol kappa inh,POLH inh,RXFP1 antagonist,APEX1 inh,Apoferritin bind,BLM helicase inh,Tb PGK inh
COCCCNC(=O)CCCn1c(=O)c2ccccc2n(CC(=O)Nc2c(C)cccc2C)c1=O,17%,15%,0%,-5%,-16,-1%,4%,0%,-12%
CC(C)NC(=O)COC(=O)CNC(=O)c1cc(Cl)cc([N+](=O)[O-])c1,39%[activator],25%,-4%[60.1 µM],-21%,-1,7%,1%,0%,4%
COc1ccc(S(=O)(=O)Cc2ccc(C(=O)N3CCOCC3)o2)cc1,-24%,-15%,6%,-8%,·,-7%,3%,0%,-3%
O=C(c1cc(COc2c(F)cccc2F)on1)N1CCN(C2CCCCC2)CC1,-18%,2%,-11%,-8%,12,17%,-20%,-1%,5%
Cn1cccc1CNC(=O)Nc1ccccc1,-8%,0%,-2%,-5%,1,-9%,?,-3%,i
CCN(CC(=O)Nc1ccccc1OC)C(=O)C1CCC1,22%,·,-9%,-9%,7,-4%,·,·,1%
COc1cccc(C(=O)Nc2nc(-c3nnn(-c4cccc(Cl)c4C)c3C)ns2)c1,-4%,-1%,-9%,-6%,·,·,?,-3%,-9%
Cn1c(-n2c(CCCN3C(=O)c4ccccc4C3=O)nc3ccccc3c2=O)nc2ccccc21,19%,29%,-5%,-19%,-5,15%,-9%,-1%,i
CC(Sc1nnnn1C)C(=O)Nc1ccccc1 (stereo not drawn),43%[activator],2%,6%,-21%,-9,-2%,-10%,-9%,-5%
COc1ccc(C(=O)c2c3ccc(C(F)(F)F)cc3[n+]([O-])n2CCCN)cc1,13%,·,-16%,-8%,·,-3%,·,·,3%
CC(=O)NC1(c2cccc(F)c2)CCN(CC(=O)NC2CCCCC2)CC1,22%,35%,-3%,3%,7,10%,-6%,1%,-6%
COC(=O)CC1(c2ccccc2)C(=O)c2ccccc2C1=O,35%[activator],2%,-11%,-8%,9,-3%,?,-5%,1%
Cc1ccc(NS(=O)(=O)c2ccc(Cl)c(NC(=S)NC(=O)C3CCCCC3)c2)cc1Cl,-4%,2%,-23%,-16%,2,-7%,?,-17%,-3%
CCOC(=O)[C@H]1[C@H]2COc3ccc(C)cc3[C@@H]2N2C(=O)CN(Cc3ccc(C)cc3)C(=O)[C@@]12C,12%,·,-2%,-6%,·,9%,·,·,i
Cc1cc(NC(=O)C2CC=CCC2C(=O)O)no1 (stereo not drawn),-1%,22µM*,-15%,?,8,-10%,-2%,-1%,?
COc1ccccc1OCC(=O)NNC(=O)c1cccs1,?,-1%,-11%,-6%,6,1%,18%,-1%,11%
Cc1ccc(CN(C)C(=O)c2cccc(S(=O)(=O)N3CCCC3)c2)o1,72%[activator],·,-20%,-19%,1,-1%,·,·,-4%
Cc1ccc(COC(=O)CN2C(=O)NC3(CCCC3)C2=O)cc1,22%,·,1%,-17%,15,14%,·,·,-10%
COc1ccc(-c2nc(C)sc2CC(=O)O)cc1,-9%,2%,-5%,-11%,7,6%,-3%,4%,-6%
CCOc1ccccc1NC(=O)C1CCCN1C(=O)OCc1ccccc1 (stereo not drawn),11%,-26%,-7%,-4%,6,0%,-2%,-3%,-2%
O=S(=O)(Nc1cc(Sc2ncn[nH]2)c(O)c2ccccc12)c1ccccc1,1.1µM*,?,-19%,22µM*,18,3%,-15%,28µM*,-11%
O=C(NC(=S)Nc1ccc(-c2ccc(CO)o2)cc1)c1cccs1,30%,-16%,7%,-14%,-19,-4%,?,?,-6%
CN(CC(=O)Nc1c(Cl)cccc1Cl)C(=O)c1n[nH]c2ccccc12,23%,·,-16%,-26%,9,16%,·,·,0%
CC12CCC(C(=O)NCc3ccc4c(c3)OCO4)(CC1=O)C2(C)C (stereo not drawn),-3%,1%,-13%,-19%,13,-3%,-9%,-1%,-10%
OCCOCCNc1ncnc2c1cnn2-c1ccc(Cl)cc1,3%,13%,-6%,5%,5,-9%,-2%,2%,0%
Cc1[nH]c2ccccc2c1C(=O)CSC(=S)N(C)C1CCCCC1,5%,14%,0%,-5%,·,-5%,-8%,-17%,-3%
C/C(=N\NC(=O)COc1ccc(C)cc1C(C)C)c1cc2ccccc2o1,5%,13%,-3%,-11%,-11,4%,-2%,4%,1%
Cc1cccc(C2c3[nH]c4ccccc4c3CCN2C(=O)c2cc3c([nH]c2=O)CCCC3)n1 (stereo not drawn),-7%,-1%,-19%,-12%,3,-2%,-5%,-6%,-1%
COc1ccc(CN(C)C(=O)Cn2cnc3c(OCc4ccccc4)ncnc32)cc1OC,21%,·,15%,-15%,·,33%,·,·,-8%
COc1ccc(Cc2nnc(NC(=O)c3cccc(C)c3)s2)cc1,72%[activator],53%,-6%,-2%,-6,21%,-10%,-4%,i
CCOC(=O)C1=C(C)N(Cc2ccccc2)C(=O)NC1c1ccc(OC)cc1 (stereo not drawn),1%,14%,5%,-12%,-6,0%,-16%,-25%,i
O=C(CCS(=O)(=O)c1ccc(Br)cc1)N1CCN(c2ccccc2F)CC1,-3%,91%,-7%,-16%,0,1%,-7%,-1%,-9%
COc1cccc2c3cccc(OC)c3c3[nH]cnc3c12,12%,·,-9%,?,-12,·,·,·,-8%
CC(=O)Nc1ccc(S(=O)(=O)N2CCN(c3ccc([N+](=O)[O-])c(NCCN4CCOCC4)c3)CC2)cc1,24%,29%,-19%,-6%,-5,-2%,-4%,6%,-1%
Cc1ccsc1/C=N/NC(=O)Cn1nc(C)c([N+](=O)[O-])c1C,-25%,-7%,-4%,-8%,-12,-6%,-17%,-2%,i
CC(=O)c1cccc(OC(=O)c2cc(S(=O)(=O)N3CCOCC3)ccc2N2CCCC2)c1,7%,·,5%,-20%,12,-7%,·,·,-2%
O=C(/C=C/Nc1ccccc1OC(F)(F)F)C(F)(F)F,17%,-3%,0%,-17%,-4,-2%,-6%,2%,1%
CCOc1ccc(-c2cc(C(=O)NCCCn3ccnc3)c3cc(Br)ccc3n2)cc1,?,?,-14%,-19%,12,-17%,3%,-12%,i
O=C(NCCCNC(=O)c1ccc(F)cc1)c1ccc(F)cc1,-15%,53%,3%,-12%,1,-2%,-4%,1%,-1%
COc1ccc([C@@H]2[C@@H]3C(=O)N(C(C)(C)C)C(=O)[C@@H]3[C@]3(CC(C)C)C(=O)N(c4ccc(C(F)(F)F)cc4)C(=O)N23)cc1,1%,0%,-14%,-14%,·,-1%,-17%,-4%,-1%
COc1ccc(Br)cc1C1SCCN1S(C)(=O)=O (stereo not drawn),0%,23%,-3%,-14%,-2,11%,-8%,-2%,6%
CCOC(=O)Nc1ccc(N2CCOCC2)c(S(=O)(=O)Nc2ccc(Cl)cc2)c1,-13%,·,-19%,-16%,-37,6%,·,·,-2%
CCOn1c(=O)c(-c2cc3ccccc3o2)[n+]([O-])c2ccccc21,?,-8%,-3%,-11%,5,3%,2%,-1%,-5%
CCOC(=O)C[C@H]1c2cc(F)ccc2S(=O)(=O)N1C(C)C,29%&28%,·,2%&-4%,-14%,·,·,·,·,-6%
CC1CCN(C(=S)NCCc2ccccc2)CC1,8%,0%,-10%,4%,-7,-2%,-12%,-2%,-2%
c1ccc(CN2CCN(c3nc(N4CCOCC4)c4ccccc4n3)CC2)cc1,-16%,·,-9%,-11%,-21,·,·,·,-10%
Cc1ccc2cc(CN(CCc3ccccc3)C(=S)NCCCN(C)C)c(=O)[nH]c2c1,-19%,50%,-4%,-14%,-22,-11%,-22%,3%,i
Cc1nc(N2CCN(Cc3ccc4c(c3)OCO4)CC2)nc2c1C(=O)CC(c1ccco1)C2 (stereo not drawn),12%,5%,-18%,-6%,12,10%,-11%,-8%,-3%
CC(C)Sc1nc2c(c(=O)n1C)SC(C)C2 (stereo not drawn),15%,-2%,-4%,-5%,-4,-2%,-1%,0%,1%
CCN1C(=O)c2ccccc2S(=O)c2ccc(C(=O)N3CCCC3)cc21 (stereo not drawn),36%[activator],-7%,-13%,-7%,-5,3%,-16%,-3%,0%
Cc1ccc(C(=O)N2CCN(S(=O)(=O)c3ccc(C(C)C)cc3)CC2)s1,9%,·,-14%,-19%,2,-12%,·,·,-6%
CCOc1ccc(S(=O)(=O)N(C)C)cc1-c1nc2c(C(C)(C)C)nn(C)c2c(=O)[nH]1,-8%,-4%,-5%,-5%,-10,1%,-10%,-1%,2%
COc1ccc(CN2CCCCCC2)cc1OC,45%[activator],·,-10%,-9%,-1,·,·,·,-7%
C=CCn1c(=O)/c(=C2/Sc3ccccc3N2CC)s/c1=C1/C(=O)NN=C1C,·,-2%,·,·,·,22%,-14%,3%,·
CCOC(=O)C(Cc1ccc(O)cc1)NC(=O)CNC(=O)C1CCCN1C(=O)OC(C)(C)C (stereo not drawn),8%,5%,-4%,-3%,10,4%,-2%,-9%,-3%
NCCNc1cccc2ccccc12,·,·,-1%[19.4 µM],·,-13,1%,·,6%,·
Cc1sc2nc(CN3CCCC3)nc(Cl)c2c1C,129%[activator],3%,-7%,0%,0,3%,-13%,-9%,i
O=C(Oc1cccnc1)c1ccc([N+](=O)[O-])cc1Cl,-24%,2%,3%[60.1 µM],-1%,-4,7%,-4%,0%,-15%
COc1cc(/C=C2\SC(=O)NC2=O)ccc1Oc1ccc([N+](=O)[O-])cn1,41%[activator],0%,-8%,-9%,-15,-1%,6%,?,-4%

This is a subset. The share of hits here may be higher or lower than overall.
